TCR activator: Activators of T cell receptors: qHTS campaign; primary human leukocytes, anti-CD3, IL-2 HTRF, 48 h; Potency, µM (series often up to 9.22 µM), inactives show top-dose activation of IL-2 secretion, most hits filed as activators; 330,000 tested, under 10 active; AID 504894, 2011; note: % of control where 0% means no effect
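TCR engagement came from a-CD3 beads alone, with compounds added to primary human leukocytes for 48 hr. Secreted IL-2 bridged europium cryptate- and d2-labelled anti-IL-2 antibodies, giving FRET emission at 665nm after 320nm excitation.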
Menin MLL FP TR: qHTS Assay for Inhibitors Targeting the Menin-MLL Interaction in MLL Related Leukemias: Competition With Texas Red Labeled MLL-derived Mutant Peptide; Menin + Texas Red MLL mutant peptide, fluorescence polarization; actives 0.23% (n = 270,000); Potency, µM (series often up to 61.6 µM), for the others: top-dose FP activity change, negative = inhibition, most hits filed as inhibitors; O00255; active = well fitted inhibition curve with a large enough effect in the polarisation, with a control signal flat, not every such curve was filed as active; inconclusive = small, poorly fitted or top-dose-only effect, or effect the other way, or a change in a side signal; inactive = no such curve, though single readings can be large or run the other way; the % refers to the polarisation; note: potency is the fitted concentration of half-maximal effect; % of control where 0% means no effect; many of its hits are not listed in these tables
AT treatment: qHTS Assay for Identifying a Potential Treatment of Ataxia-Telangiectasia. […] A-T fibroblasts, KAP-1 phosphorylation AlphaLISA; neocarzinostatin DNA damage 30 min before lysis. Potency, µM (top dose mostly 57.5 µM), without a hit: at the top dose activation, usual class: activators. actives 0.19% (n = 320,000). AID 485349, 2010; note: potency is the fitted concentration of half-maximal effect; % of control where 0% means no effect; nearly all actives have a fitted effect of over 45% in size
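hTERT-immortalized A-T patient fibroblasts ([…]), 500 cells/well in OPTI-MEM, 1% FBS, got compounds for 60 min, then NCS for 30 min at 37C. Lysates were then assayed for phospho-KAP-1 by AlphaLISA (anti-pKAP1 donor, anti-KAP1 acceptor beads), 6 hr at 25C.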
MBNL1-CUG inh: qHTS Assay for Inhibitors of MBNL1-poly(CUG) RNA binding; TR-FRET MBNL1-His/biotin-(CUG)12 binding, 665/545 ratio; AID 2675, 2010; actives 0.036% (n = 280,000); Potency, µM (doses to about 57.5 µM), for the others: at the highest dose activity change, negative = inhibition, hits mostly inhibitors; Muscleblind-like protein 1 (Homo sapiens), Q9NR56; active = well fitted inhibition curve with a large enough effect in the signal ratio, with a control signal flat, not every such curve was filed as active; inconclusive = small, poorly fitted or top-dose-only effect, or effect the other way, or a change in a side signal; inactive = no such curve, though single readings can be large or run the other way; the % refers to the signal ratio; note: potency is the fitted concentration of half-maximal effect; % is set by controls: 0 for no effect and ±100 for the full control effect
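Inhibition of protein-RNA binding appears as loss of TR-FRET between terbium anti-His antibody on MBNL1-His and streptavidin-XL665 on biotin-(CUG)12. Activity is normalized to buffer-only and uninhibited-complex controls.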
CXXC DNA block: qHTS Fluorescence Polarization Assay for Inhibitors of MLL CXXC domain - DNA interaction; Histone-lysine N-methyltransferase 2A (Homo sapiens), Q03164; MLL-CXXC / FITC-HOXA9 DNA fluorescence polarization; Potency, µM (series often up to 115 µM), for the others: at the highest dose activity change, negative = inhibition, most hits filed as inhibitors; actives 0.037% (n = 290,000); AID 2662, 2010; active = well fitted inhibition curve with a large enough effect in the polarisation, with a control signal flat, not every such curve was filed as active; inconclusive = small, poorly fitted or top-dose-only effect, or effect the other way, or a change in a side signal; inactive = no such curve, though single readings can be large or run the other way; the % refers to the polarisation; note: potency is the fitted concentration of half-maximal effect
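Steps: dispense CXXC domain solution (7 uM) → pin compounds or unlabeled HOX-A9 DNA control → 5 min ambient → add FLSN-HOX-A9 solution (50 nM) → spin → 30 min ambient → fluorescence polarization. Tris pH 7.5/NaCl/DTT/BSA buffer.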
TSG101-PTAP inh: qHTS Assay for Iinhibitors of HIV-1 Budding by Blocking the Interaction of PTAP/TSG101; Tumor susceptibility gene 101 protein (Homo sapiens), Q99816; Fluorescence polarization, FITC-PTAP peptide / Tsg101 binding; Potency, µM (titrated, usually from 115 µM), without a hit: at the highest dose activity change, negative = inhibition, usual class: inhibitors; 340,000 tested, under 10 active; AID 493005, 2010; active = well fitted inhibition curve with a large enough effect in the main read-out, with a control signal flat, not every such curve was filed as active; inconclusive = small, poorly fitted or top-dose-only effect, or effect the other way, or a change in a side signal; inactive = no such curve, though single readings can be large or run the other way; note: potency is the fitted concentration of half-maximal effect; % of control where 0% means no effect
Target sequence (Q99816 whole entry, looked up): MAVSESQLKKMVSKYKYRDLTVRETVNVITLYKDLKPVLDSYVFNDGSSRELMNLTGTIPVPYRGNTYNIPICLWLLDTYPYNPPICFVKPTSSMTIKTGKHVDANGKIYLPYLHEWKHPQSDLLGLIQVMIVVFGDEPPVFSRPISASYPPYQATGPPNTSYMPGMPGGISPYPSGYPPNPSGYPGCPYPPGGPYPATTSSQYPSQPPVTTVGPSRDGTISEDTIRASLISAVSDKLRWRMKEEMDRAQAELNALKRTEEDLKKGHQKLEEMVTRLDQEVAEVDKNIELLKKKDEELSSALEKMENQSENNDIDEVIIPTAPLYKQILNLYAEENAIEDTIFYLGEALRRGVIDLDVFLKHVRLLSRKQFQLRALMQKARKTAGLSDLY
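Compounds were pin-transferred onto Tsg101 binding domain (10 uM final) in HEPES pH 7.5 buffer, then FITC-PTAP peptide was added at 50 nM final. After 20 min at RT, polarization reported peptide displacement across a qHTS concentration series.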
ASM inhibitor: Inhibitors of Secretory Acid Sphingomyelinase (S-ASM): qHTS; placental ASM, HMU-PC fluorogenic substrate, 60 min; Potency, µM (top dose mostly 57.5 µM), inactives show at the top dose activity change, negative = inhibition, hits mostly inhibitors; actives 0.006% (n = 340,000); Sphingomyelin phosphodiesterase (Homo sapiens), P17405; note: potency is the fitted concentration of half-maximal effect
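Human placenta-derived ASM preincubated with compound 10 min at room temperature, then reacted with 9 uM (final) fluorogenic HMU-PC substrate for 60 min at 37 C. Stop solution raises pH to 10; fluorescence read at Ex 386/Em 447 nm.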
TSHR antagonist: Antagonists of the Thyroid Stimulating Hormone Receptor: HTS campaign; Thyrotropin receptor (Homo sapiens), P16473; TSHR-expressing cells, TSH-stimulated cAMP HTRF, 2 h; active compounds read low; activity change, negative = inhibition, % at 11.5 µM; actives 0.2% (n = 330,000); AID 504810, 2011;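 active = activity change below a set negative limit, meaning inhibition stronger than a set level, cut at about -70% in these data; inconclusive = activity change between two set negative limits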; note: % is set by controls: 0 for no effect and ±100 for the full control effect
Target sequence (P16473 whole entry, looked up): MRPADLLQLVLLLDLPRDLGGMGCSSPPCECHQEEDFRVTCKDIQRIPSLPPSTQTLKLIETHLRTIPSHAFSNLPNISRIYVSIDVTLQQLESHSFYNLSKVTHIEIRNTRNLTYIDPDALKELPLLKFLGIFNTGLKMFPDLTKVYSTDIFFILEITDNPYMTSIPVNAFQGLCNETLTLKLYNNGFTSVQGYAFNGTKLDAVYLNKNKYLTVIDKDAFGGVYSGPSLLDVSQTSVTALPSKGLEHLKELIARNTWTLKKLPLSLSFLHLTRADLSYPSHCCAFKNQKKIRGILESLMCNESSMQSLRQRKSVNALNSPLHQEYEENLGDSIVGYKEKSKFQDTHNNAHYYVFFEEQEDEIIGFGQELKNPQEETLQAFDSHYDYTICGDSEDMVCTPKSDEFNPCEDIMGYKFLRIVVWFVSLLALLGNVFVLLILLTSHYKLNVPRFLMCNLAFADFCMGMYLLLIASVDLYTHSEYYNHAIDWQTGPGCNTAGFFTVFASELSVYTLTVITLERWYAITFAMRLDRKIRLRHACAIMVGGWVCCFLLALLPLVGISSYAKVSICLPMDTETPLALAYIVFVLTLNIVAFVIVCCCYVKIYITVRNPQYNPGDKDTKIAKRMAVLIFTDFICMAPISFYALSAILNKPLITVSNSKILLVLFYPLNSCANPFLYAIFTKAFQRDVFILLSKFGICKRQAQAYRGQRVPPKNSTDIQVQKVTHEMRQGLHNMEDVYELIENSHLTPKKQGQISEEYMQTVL
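Inhibition of cAMP made by TSHR-expressing cells under TSH stimulation (4nM final, EC80; 2 h, 37 deg C) is quantified with a one-step lysis HTRF kit, anti-cAMP cryptate versus cAMP-d2.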
Integrin act MD: qHTS for Activators of Integrin-Mediated Alleviation for Muscular Dystrophy | AID 624291, 2012 | Potency, µM (doses to about 38.3 µM), for inactives: top-dose activation, usual class: activators | alpha7betagal myoblasts, beta-gal FDG fluorescence, 48 h | actives 0.064% (n = 350,000);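 note: potency is the fitted concentration of half-maximal effect; 100% = response of the positive control SU9516; nearly all actives have a fitted effect of over 60% in size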
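Alpha7betagal+/- myoblasts (passage 13) were plated 16-24 hr, then exposed to compounds (1:260 dilution of DMSO stock) for 48 hours at 37C. After MPER lysis, β-galactosidase reporter activity was read as FDG fluorescence (ex 480/em 540) after 30 minutes.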
Mito fusion act: qHTS Assay for Small Molecule Inhibitors of Mitochondrial Division or Activators of Mitochondrial Fusion; actives 0.23% (n = 320,000); S. cerevisiae fusion-defective mutant growth rescue, CellTiterGlo 48 h; Potency, µM (highest dose often 46.1 µM), inactives show at the highest dose growth rescue (activation), most hits filed as activators;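 note: potency is the fitted concentration of half-maximal effect; % of control where 0% means no effect; nearly all actives have a fitted effect of over 45% in size; temperature-sensitive fusion mutants such as fzo1-1 at 37 °C on non-fermentable ethanol glycerol medium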
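Compounds are tested for their ability to restore growth of mitochondrial fusion-defective yeast strains at non-permissive 37C in YPEG medium over 48 hours. Viability is quantified by luciferase luminescence.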
* = called active by the depositor; ? = inconclusive; nt = not tested or not shown; [ ] = another dose, or the depositor's remark. Unless noted, calls come from the whole dose curve; as a rule, active = well fitted curve in the direction sought with a large enough effect; inconclusive = small, poorly fitted or top-dose-only effect, or another doubt; inactive = no such curve, though single readings can be large; an effect the other way counts as inactive or inconclusive. These rows are one share of the data; count on the stated rates, not on these rows.

SMILES	TCR activator	Menin MLL FP TR	AT treatment	MBNL1-CUG inh	CXXC DNA block	TSG101-PTAP inh	ASM inhibitor	TSHR antagonist	Integrin act MD	Mito fusion act
O=C(OCc1ccccc1)N1CCC2CC1c1cc(-c3ccc(F)cc3)ccc12 (stereo not drawn)	8%	nt	nt	nt	nt	-1%	-9%	nt	8%	nt
NS(=O)(=O)c1ccc(CCNC(=O)CNS(=O)(=O)c2cccc(Br)c2)cc1	nt	-3%	5%	-20%	-6%	-1%	-2%	14	16%	11%
Cc1ccc(NC(=O)CC2OC(=O)c3ccccc32)cc1S(=O)(=O)N1CCCCCC1 (stereo not drawn)	10%	nt	7%	nt	nt	1%	-4%	-2	-26%	-1%
CCn1cc(C(=O)NCC(OC)OC)c(=O)c2cc(S(=O)(=O)N3CCOCC3)ccc21	-3%	nt	-4%	-8%	20%	-3%	5%	-38	10%	0%
CCO[C@@H]1OC(C(=O)NCc2ccccc2)=C[C@H](C(C)(C)C)[C@H]1CCCO	6%	nt	-22%	0%	1%	-2%	5%	-6	-2%	8%
Nc1nnc(CCc2ccccc2)s1	-5%	8%	?	-10%	0%	-3%	-1%	16	18%	-3%
CCCOc1ccc(-c2nn(-c3ccccc3)cc2/C=C2\SC(N)=NC2=O)cc1C	5%[46.1 µM]	-21%	0%	-4%	29%	6%	19%	14	-18%	9%
Nc1nnc(SCC(=O)OCC(=O)NC23CC4CC(CC(C4)C2)C3)s1	4%	1%	-3%	5%	0%	0%	-2%	1	9%	0%
Cc1ccc(O)c(Nc2ncnc3ccc([N+](=O)[O-])cc23)c1	-10%	-2%	4%	?	-2%	2%	-5%	-5	18%	5%
CN(C)S(=O)(=O)c1cccc(C(=O)NCCCn2ccnc2)c1	-7%	0%	0%	-4%	0%	0%	0%	-4	-18%	0%
NNC(=O)c1cc(NS(=O)(=O)c2cccs2)cc(NS(=O)(=O)c2cccs2)c1	2%	nt	13%	nt	nt	-12%	0%	-2	8%	nt
Cn1c(SCC(=O)N2CCOCC2)nc2c(c1=O)SCC2	1%	nt	-21%	3%	53%[activator]	-2%	8%	43	26%	-2%
O=C(O)c1ccc(Cl)c(NC(=O)C2CCCN2S(=O)(=O)c2cccc3nsnc23)c1 (stereo not drawn)	-3%	0%	3%	?	-1%	-1%	2%	-6	0%	-3%
O=C(NC1CCCC1)C(c1ccncc1)N(C(=O)Cc1cccs1)c1ccc(F)cc1 (stereo not drawn)	3%	-16%	1%	-6%	21%	-2%	2%	-16	0%	-6%
CCSc1nc(-c2ccccc2)c2cc(Cl)ccc2n1	6%[46.1 µM]	7%	3%	?	7%	0%	8%	-3	8%	-3%
COc1ccc(C(=O)Nc2ccccc2C(=O)N2CCCCCC2)cc1	0%	-14%	-2%	2%	-2%	-5%	0%	-5	-21%	-10%
O=C(COC(=O)c1cc(F)cc(F)c1)NCCCc1ccccc1	-1%	?	27%	-7%	6%	-3%	-1%	-5	0%	10%
COc1cccc(OCC(Cn2cnc3ccccc32)OC(C)=O)c1 (stereo not drawn)	7%	-10%	5%	6%	3%	-1%	-1%	5	1%	1%
CCc1ccc(C(=O)CN2C(=O)NC3(CCCCCC3)C2=O)cc1	-2%	nt	-1%	nt	nt	-4%	-5%	-5	33%	8%
CC(OC(=O)Cc1coc2ccc3ccccc3c12)C(=O)NC(N)=O (stereo not drawn)	-6%	nt	-18%	-5%	4%	-2%	-1%	5	-22%	-3%
C/C(=N\NC(=O)C1COc2ccccc2O1)c1ccc(Cl)s1 (stereo not drawn)	-4%	-4%	1%	-1%	-5%	0%	-3%	21	-16%	-7%
CC(=O)Oc1ccc2c(c1)Oc1cc(OC(C)=O)ccc1C21OC(=O)c2ccccc21	-9%[46.1 µM]	?	2%	?	?	nt	-3%	-22	-710%[inhibitor]	-2%
CC(=O)CSc1nsc(SCC(C)=O)c1C#N	2%[46.1 µM]	?	0%	?	-4%	-6%	0%	-3	-22%	8%
COCc1nnc(NC(=O)c2cc(Cl)ccc2OC)s1	-1%	-12%	8%	-8%	0%	-3%	1%	19	-3%	5%
Cn1c(COc2ccc(Cl)cc2Cl)nnc1SCC(=O)NCC1CCCO1 (stereo not drawn)	6%	nt	1%	-20%	-6%	1%	3%	0	?	-4%
COc1ccc(C(c2c(NC(=O)c3ccco3)sc(C)c2C)N2CCOCC2)cc1OC (stereo not drawn)	-1%	nt	-4%	nt	nt	-5%	-9%	17	2%	15%
Cc1oc(C(=O)O)cc1COc1ccc2c3c(c(=O)oc2c1C)CCCC3	nt	10%	3%	11%	-10%	nt	nt	-3	nt	0%
O=C(COC(=O)c1ccc([N+](=O)[O-])s1)Nc1ccc(Cl)cn1	1%[46.1 µM]	?	0%	?	-4%	-4%	-4%	-10	13%	-5%
O=[N+]([O-])c1cccc(CN2CCN(S(=O)(=O)Cc3ccccc3)CC2)c1	-5%	nt	29%	-6%	-1%	-1%	-1%	?	-11%	-1%
Cc1c(C(=O)NCc2c(F)cc(F)cc2F)oc2ccc(S(=O)(=O)N3CCOCC3)cc12	-2%	-9%	1%	-2%	-5%	-2%	-5%	4	-33%	3%
Cc1cc(-c2onc(C)c2C(=O)N/N=C/c2ccccc2)no1	-7%	nt	3%	nt	9%	-4%	-1%	-1	-14%	0%
Cc1nc(NC(=O)c2ccccc2)sc1-c1csc(NCc2ccco2)n1	2%	?	-5%	14%	19%	-4%	-1%	-5	-11%	15%
CCC1(C)OC(=O)N(CCCn2ccnc2C)C1(C)O (stereo not drawn)	-1%	3%	-12%	-1%	17%	-4%	-1%	20	11%	-1%
COc1ccccc1/C=C1/C(=O)N(c2cc(C)cc(C)c2)C(c2cccc([N+](=O)[O-])c2)S1(=O)=O (stereo not drawn)	3%	1%	-1%	nt	1%	-1%	4%	6	-7%	0%
COC(=O)COc1ccc(S(=O)(=O)Nc2ccc(NC(C)=O)cc2)cc1C	-2%	12%	-15%	-5%	-1%	-2%	3%	4	7%	-3%
O=C(NNC(=O)C1CC1c1ccccc1)Nc1cccc(Cl)c1 (stereo not drawn)	-2%	4%	0%	4%	6%	-4%	-3%	7	7%	-4%
COC(=O)c1[nH]c2ccc(F)cc2c1NS(=O)(=O)c1ccc(OC)cc1OC	-2%	27%	1%	1%	0%	-2%	-3%	-10	-7%	1%
Cc1cc(C(=O)CC#N)c(C)n1-c1ccc(OC(F)F)cc1	1%	0%	-10%	3%	-1%	-3%	0%	-16	9%	-3%
Cc1nnc(SCC(=O)NC(C)(C)C)n1NCc1ccc(Cl)cc1	4%	-9%	1%[11.5 µM]	-12%	-7%	-2%	-1%	-2	-8%	7%
COCCn1c(SC)nnc1-c1c[nH]c2ccccc12	8%	8%	3%	17%	-6%	5%	6%	0	-2%	-2%
O=C1/C(=C/c2ccccn2)SC(=S)N1c1cccc(O)c1	3%	nt	2%	-1%	-2%	-5%	-10%	-10	11%	-10%
CCOC(=O)c1c(C)nc2sc3c(c2c1-c1ccc(OC)cc1)NC(c1ccccc1)NC3=O (stereo not drawn)	3%	nt	11%	18%	-8%	-1%	4%	20	24%	-3%
CCCNC(=S)N(Cc1cc2cc(C)ccc2n2nnnc12)CC(C)(C)CN(C)C	2%	2%	0%	?	13%	1%	1%	39	0%	-4%
Nc1nc(SCC(=O)N2CCCc3ccccc32)[nH]c(=O)c1-c1ccccc1	nt	?	-6%	-9%	0%	-3%	0%	-2	-5%	-2%
O=C(NNC(=O)c1cccnc1)Nc1ccccc1	5%	-6%	8%	-2%	-8%	-4%	3%	28	15%	2%
O=C(O)C12C[C@H]3C[C@@H](C1)CC(n1ncc(N4CCN(c5ccccc5)CC4)c(Cl)c1=O)(C3)C2	0%	-14%	-5%	nt	3%	1%	1%	26	2%	-5%
Cc1ccc(OCCOCCN2CCCC2)c(Br)c1	-5%	-18%	0%	1%	-15%	-17%	6%	20	29%	-2%

Source: PubChem BioAssay
